Tb PYK inh = blocks Trypanosoma brucei pyruvate kinase. Q57TT1. TbPYK enzyme, Kinase-Glo Plus ATP luminescence, 45 min. Potency, µM (series often up to 76.8 µM), for inactives: at the highest dose activity, negative = inhibition, usual class: inhibitors. 410,000 tested, 0.12% active; active means well fitted inhibition curve with a large enough effect; further: nearly all actives have a fitted effect of over 50% in size
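Activity of T. brucei pyruvate kinase was followed by Kinase-Glo Plus luminescence after the enzyme reacted 45 min at room temperature with 130 uM ADP (final) and substrate. Test compounds were added before ADP at multiple concentrations.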
* = called active by the depositor; & = joins results of further samples; [ ] = remark or other dose. On the % scale 0 is the no-effect control and ±100 the full control effect; potency means the concentration at half of the fitted maximal effect. An excerpt; the hit share may differ from the screen's.

nr	mol	Tb PYK inh
1	N#Cc1ccc(CN2CC3(CCN(C(=O)c4cnccn4)CC3)C2)cc1	-7%
2	Nc1ccc([N+](=O)[O-])cc1O	-1%[157 µM]
3	CC(C)CN1CC[C@@]2(CCCN(C(=O)c3cnccn3)C2)C1	2%
4	C(=C/c1ccccc1)/CN1CCN(C(c2ccccc2)c2ccccc2)CC1	2%[33.2 µM]
5	O=C(c1cccc(F)c1)N1CCC[C@@]2(CCN(C(c3ccccc3)c3ccccc3)C2)C1	-9%
6	NC(=O)OC[C@H](O)COc1ccc(Cl)cc1	0%[33.2 µM]
7	CN(C)[C@@H](Cc1ccccc1)c1ccccc1	8%
8	O=C1OC(CO)C(O)C(O)C1O (stereo not drawn)	-1%
9	CCCC[C@@H](CC)COC(=O)C[C@H](C(=O)OC[C@H](CC)CCCC)S(=O)(=O)O	-7%
10	CCCCCCCCCCCCCC[n+]1ccc(C)cc1	5%
11	CCCCCC(O)C1C(=O)OC(C)C(O)\C=C/C=C\C=C/C=C\C=C(\C)C(O)C(O)C(O)CC(O)CC(O)CC(O)CC(O)CC1O (stereo not drawn)	0%&1%
12	CC(C)=CCC/C(C)=C/CO	-2%
13	COc1cccc(Nc2ncc3nc(-c4ccccc4)c(=O)n(C4CC4)c3n2)c1	5%
14	COc1ccc(Oc2ncc3nc(C)c(=O)n(Cc4cccs4)c3n2)cc1	-7%
15	Cc1noc(C)c1C(=O)N1CCC[C@@]2(CCN(c3ccccc3)C2)C1	10%
16	CCN(CC)C(=S)S	-9%
17	COc1ccccc1CN1CCCC2(CCN(C(=O)c3cc(C(F)(F)F)cc(C(F)(F)F)c3)CC2)C1	3%
18	O=[N+]([O-])C(Br)(CO)CO	10µM*
19	CC(C)CN(C[C@@H](O)[C@H](Cc1ccccc1)NC(=O)O[C@H]1CCOC1)S(=O)(=O)c1ccc(N)cc1	-2%
20	O=S(=O)(c1ccccc1)N1CCC[C@@]2(CCN(c3ccccc3)C2)C1	15%
21	COCC(=O)N1CCC2(CC1)CN(c1ccccn1)C2	7%
22	O=C(Nc1cccc(F)c1)N1CCCC2(CCN(C(=O)c3cc(C(F)(F)F)cc(C(F)(F)F)c3)CC2)C1	6%
23	O[C@@H](CNC[C@H](O)[C@H]1CCc2cc(F)ccc2O1)[C@@H]1CCc2cc(F)ccc2O1	0%
24	COC(=O)N1CCC2(CCCN(c3ncccn3)C2)CC1	0%
25	CC(CCc1ccc2c(c1)OCO2)NN (stereo not drawn)	3%
26	CC(C)CN1CCC2(CC1)CCN(C(=O)c1cccn1C)CC2	0%
27	Cn1cccc1C(=O)N1CCC2(CCN(Cc3ccc(C#N)cc3)CC2)CC1	-2%
28	O=C(OCCN1CCCCC1)C(O)(c1ccccc1)c1ccccc1	4%
29	N[C@@H](CO)C(=O)NNCc1ccc(O)c(O)c1O	0%
30	CN1C[C@@H](NS(=O)(=O)N(C)C)C[C@@H]2c3cccc4c3c(cn4C)C[C@H]21	-11%
31	C[C@]12CC[C@@H]3[C@@H](CCC4=CC(=O)CC[C@@H]43)[C@@H]1CC[C@@H]2OC(=O)CCc1ccccc1	-4%
32	Oc1ccc([C@H]2CNCc3c2ccc(O)c3O)cc1O	3.2µM*
33	COc1ccc(-c2nc3cnc(OC)nc3n(C3CC3)c2=O)cc1	7%
34	CC(=O)[C@H]1CC[C@H]2[C@@H]3CC[C@H]4C[C@](C)(O)CC[C@]4(C)[C@H]3CC[C@]12C	1%
35	COc1ccccc1CN1CC2(CCN(C(=O)c3cccc(F)c3)CC2)C1	-5%
36	CCCCCC(C)N (stereo not drawn)	-4%
37	COc1ncc2nc(-c3ccccc3)c(=O)n(C[C@H]3CCCO3)c2n1	5%
38	CC(C)(O)C(Cl)(Cl)Cl	1%
39	O=P(O)(O)OC[C@@H](O)CO	0%
40	CN(C)c1ncc2nc(-c3ccc(F)cc3)c(=O)n(C3CC3)c2n1	1%
41	Cc1nc2cnc(Oc3ccccc3)nc2n(-c2ccccc2)c1=O	-2%
42	COc1ccc(C(=O)N2CCC3(CCN(C)CC3)CC2)cc1	0%
43	CCC1(CCC(C)C)C(=O)NC(=O)NC1=O	0%[157 µM]
44	OCC1O[C@H](O[C@H]2C(O)C(O)C(O)O[C@@H]2CO)C(O)C(O)C1O (stereo partly drawn)	9%
45	O=C(Nc1ccccc1)N1CCCC2(CCNCC2)C1	-6%
46	COC(=O)N1CCC2(CCN(C(=O)Nc3cccc(F)c3)CC2)CC1	3%
47	COc1ccc(C(=O)N2CCC3(CC2)CN(Cc2ccc(C#N)cc2)C3)cc1	2%
48	Cc1cccc([C@H](C)c2cnc[nH]2)c1C	0%
49	COCC(=O)N1CCC2(CC1)CN(Cc1ccccc1OC)C2	3%
50	O=C(Nc1ccccc1-c1ccc(Cl)cc1)c1cccnc1Cl	0%[157 µM]

Other results
nr	mol	Tb PYK inh
51	CC1OC(O[C@H]2C[C@@H](O)[C@]3(CO)[C@@H]4C(CC[C@]3(O)C2)[C@@]2(O)CC[C@H](C3=CC(=O)OC3)[C@@]2(C)C[C@H]4O)C(O)C(O)C1O (stereo partly drawn)	11%
52	COC(=O)N1CCC[C@@]2(CCN(c3ccccc3)C2)C1	-6%
53	CC(NNC(=O)c1ccccc1)c1ccccc1 (stereo not drawn)	-7%
54	COCC(=O)N1CCC[C@@]2(CCN(c3ccccc3)C2)C1	-7%
55	CCCOC(=O)Cc1ccc(OCC(=O)N(CC)CC)c(OC)c1	0%
56	CC(c1ncncc1F)[C@](O)(Cn1cncn1)c1ccc(F)cc1F (stereo partly drawn)	4%
57	CC(=O)[C@@]1(O)CC[C@H]2[C@H]3C[C@@H](C)C4=CC(=O)C=C[C@]4(C)[C@@]3(F)[C@@H](O)C[C@]21C	-4%[33.2 µM]
58	C[C@H]1CNCCc2ccc(Cl)cc21	1%
59	COC(=O)N1CCC2(CC1)CN(C(=O)Nc1ccccc1)C2	3%
60	NC(=O)CCCCC1CCSS1 (stereo not drawn)	2%
61	COc1cc2c(cc1OC)CC(=O)N(CCCN(C)C[C@H]1Cc3cc(OC)c(OC)cc31)CC2	5%
62	C[C@@H](CN(C)C)CN1c2ccccc2Sc2ccccc21	-4%[33.2 µM]
63	O=C(c1ccncc1)N1CCC2(CC1)CN(Cc1cc(C(F)(F)F)cc(C(F)(F)F)c1)C2	0%
64	C/C=C1\NC(=O)[C@H]2CSSCC/C=C\[C@H](CC(=O)N[C@H](C(C)C)C(=O)N2)OC(=O)C(C(C)C)NC1=O (stereo partly drawn)	2%
65	CCCCC	-4%
66	CC(C)NC(=O)N1CCCC2(CCN(C(=O)c3cccn3C)CC2)C1	0%
67	NC(CSCC(=O)O)C(=O)O (stereo not drawn)	4%
68	C[C@]12CC[C@H]3[C@@H](CC[C@@]45O[C@@H]4C(=O)C(C#N)C[C@]35C)[C@@H]1CC[C@@H]2O (stereo partly drawn)	2%
69	COC(=O)C(Cc1ccccc1)NC(=O)C(N)CC(=O)O (stereo not drawn)	-1%
70	O=C(Nc1ccccc1)N1CC[C@@]2(CCCNC2)C1	2%
71	CC(=O)[C@]1(O)Cc2c(O)c3c(c(O)c2[C@@H](O[C@H]2C[C@H](N)[C@H](O)[C@H](C)O2)C1)C(=O)c1c(O)cccc1C3=O	-6%
72	Cn1c(=O)cnc2cnc(Nc3ccccc3)nc21	10%
73	CC(=O)OC[C@H]1O[C@@H](O[C@H]2[C@H](O)[C@@H](OC(=O)c3ccccc3C(=O)O)[C@H](O)O[C@@H]2COC(C)=O)[C@H](O)[C@@H](OC(=O)c2ccccc2C(=O)O)[C@@H]1O	1%
74	CC(C)CN1CC2(CCN(C(=O)Oc3ccccc3)CC2)C1	5%
75	NC1(c2ccccc2)CCCCC1	5%[157 µM]
76	NCCO/C=C/[C@H](N)C(=O)O	2%
77	CC(C)Oc1ccc2c(=O)cc(-c3ccccc3)oc2c1	0%
78	COc1cccc2c1C(=O)c1c(O)c3c(c(O)c1C2=O)C[C@@](O)(C(=O)CO)C[C@@H]3O[C@H]1C[C@H](N)[C@H](OC2CCCCO2)[C@H](C)O1 (stereo partly drawn)	-8%
79	CC(N)Cc1ccc2c(c1)OCO2 (stereo not drawn)	4%
80	CN(C)CCCN1c2ccccc2C(C)(C)c2ccccc21	2%
81	CCOC(=S)SSC(=S)OCC	-23%
82	CC(C)(COP(=O)(O)OP(=O)(O)OC[C@H]1O[C@@H](n2cnc3c(N)ncnc32)[C@H](O)[C@@H]1OP(=O)(O)O)C(O)C(=O)NCCC(=O)NCCS (stereo partly drawn)	-10%
83	O=C(c1ccco1)N1CCC[C@@]2(CCN(Cc3ccncc3)C2)C1	0%
84	COC(=O)C(Cl)C(=O)OC	-2%
85	CC(=O)O[C@@]1(C(C)=O)CCC2C3CC(C)C4=CC(=O)CC[C@@]4(C)C3CC[C@]21C (stereo partly drawn)	-5%
86	COC(C(=O)C(O)C(C)O)C1Cc2cc3cc(OC4CC(OC5CC(O)C(OC)C(C)O5)C(OC(C)=O)C(C)O4)c(C)c(O)c3c(O)c2C(=O)C1OC1CC(OC2CC(OC3CC(C)(O)C(OC(C)=O)C(C)O3)C(O)C(C)O2)C(O)C(C)O1 (stereo not drawn)	-9%
87	CC(C)CCC[C@@H](C)[C@H]1CC[C@H]2[C@@H]3CC[C@@H]4C[C@H](O)CC[C@]4(C)[C@H]3CC[C@]12C	4%
88	O=C(Oc1ccccc1)N1CCC[C@@]2(CCN(Cc3ccccc3)C2)C1	7%
89	O=C(c1csnn1)N1CCC2(CCCN(c3ncccn3)C2)CC1	-13%
90	CS(=O)(=O)N1CCC2(CC1)CN(c1ccccn1)C2	0%
91	COc1ccc(Oc2ncc3nc(-c4cccs4)c(=O)n(Cc4cccc(OC)c4)c3n2)cc1	11%
92	c1ccc2c(c1)CCC[C@@H]2C1=NCCN1	3%
93	NC(=O)C1CC2(NC(=O)NC2=O)c2cc(F)ccc2O1 (stereo not drawn)	1%
94	CC(C)(Cc1c[nH]c2ccccc12)NCC(O)COc1ccccc1C#N (stereo not drawn)	-8%
95	COc1ccc(NC(=O)N2CCCC3(CCN(C(=O)c4csnn4)CC3)C2)cc1	1%
96	OC[C@H]1O[C@@H](n2cnc3c2NC=NC[C@H]3O)C[C@@H]1O	-16%
97	COc1ccc(NC(=O)N2CCCC3(CCN(C(=O)Oc4ccccc4)CC3)C2)cc1	-2%
98	O=c1c(-c2ccc(Cl)cc2)nc2cnc(N3CCOCC3)nc2n1C1CC1	-8%
99	O=C(N/N=C/c1ccc([N+](=O)[O-])o1)c1cc([N+](=O)[O-])cc([N+](=O)[O-])c1O	-7%
100	CN(C)CCc1c[nH]c2ccc(O)cc12	8%[157 µM]
101	O=C(NO)c1ccccc1	2%[157 µM]
102	COc1ccccc1CCn1c(=O)c(-c2ccccc2)nc2cncnc21	6%

Compound activity deposited in PubChem by National Center for Advancing Translational Sciences (NCATS).
